# Assay outcomes deposited in PubChem by National Center for Advancing Translational Sciences (NCATS).
# GoLoco inh red: qHTS Assay for Inhibitors of RGS12 GoLoco Motif Activity (Red Fluorophore); actives 0.44% (n = 230,000); Guanine nucleotide-binding protein G(i) subunit alpha-1 (Homo sapiens), P63096; Potency, µM (titrated, usually from 61.6 µM), without a hit: at the top dose activity, negative = inhibition, hits mostly inhibitors; Gai1:RGS12 GoLoco peptide FP, rhodamine, 10 min; active = well fitted inhibition curve with a large enough effect, not every such curve was filed as active; inactive = no such curve, though single readings can be large or run the other way; also: nearly all actives have a fitted effect of over 30% in size; many of its hits are not listed in these tables
# Tau ThT inhib: qHTS for Inhibitors of Tau Fibril Formation, Thioflavin T Binding; Potency, µM (series often up to 57.4 µM), for inactives: at the highest dose activity, negative = inhibition, usual class: inhibitors; recombinant tau K18 P301L, heparin-induced fibrillization, ThT fluorescence; actives 2.1% (n = 270,000); also: nearly all actives have a fitted effect of over 55% in size
# Target sequence (P10636 561-689 P618L limits assumed): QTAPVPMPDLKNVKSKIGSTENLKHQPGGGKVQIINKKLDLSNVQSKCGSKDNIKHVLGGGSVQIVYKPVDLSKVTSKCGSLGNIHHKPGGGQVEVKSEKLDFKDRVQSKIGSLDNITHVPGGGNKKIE
#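 Using a mix of unlabeled (15 uM) and Alexa 594-labeled (0.24 uM) tau K18 P301L, heparin-triggered fibrillization over 6 hr at 37 C was scored by ThT fluorescence.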
# Tau FP inhib: qHTS for Inhibitors of Tau Fibril Formation, Fluorescence Polarization; Microtubule-associated protein tau (Homo sapiens), P10636; K18 P301L tau heparin fibrillization, Alexa594 FP, 6 h; Potency, µM (top dose mostly 57.7 µM), for inactives: at the top dose activity, negative = inhibition, usual class: inhibitors; actives 0.39% (n = 280,000); also: nearly all actives have a fitted effect of over 55% in size
#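 FP of Alexa 594-tau after heparin (20 uM) induction. Substrate: human K18 P301L, 15 uM unlabeled, 0.24 uM labeled. Buffer 100 mM sodium acetate pH 7. 6 hr, 37 C.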
# TR SRC2 fluor cs: Total Fluorescence Counterscreen for Inhibitors of the Interaction of Thyroid Hormone Receptor and Steroid Receptor Coregulator 2; TRb/SRC2 Texas Red total fluorescence interference; Potency, µM (titrated, usually from 106 µM), inactives show at the highest dose fluorescence change, negative = quenching; actives 0.29% (n = 280,000); active = well fitted curve in either direction with a large enough effect; inconclusive = small, poorly fitted or top-dose-only effect
#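 Human TRβ ligand-binding domain (0.6 uM) and Texas Red SRC2 peptide (20 nM) in Tris buffer with 1 uM T3 and 5% DMSO were incubated with pinned compound for 5 hr at ambient temperature. Total fluorescence was computed as S + 2P (555/632 nm).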
# KDM4E inh: qHTS Assay for Inhibitors of Human Jumonji Domain Containing 2E (JMJD2E). Lysine-specific demethylase 4E (Homo sapiens), B2RXH2. JMJD2E catalytic domain, FDH-coupled NADH fluorescence (FDH is formaldehyde dehydrogenase). Potency, µM (series often up to 57.1 µM), inactives show at the highest dose activity change, negative = inhibition, hits mostly inhibitors. actives 1.6% (n = 230,000). AID 2147, 2009; active = well fitted inhibition curve with a large enough effect, not every such curve was filed as active; inconclusive = small, poorly fitted or top-dose-only effect, or another doubt; inactive = no such curve, though single readings can be large or run the other way;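 also: 0% = wells with enzyme and -100% = buffer wells without enzyme; nearly all actives have a fitted effect of over 50% in size; many of its hits are not listed in these tables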
# TRb SRC2 PPI: qHTS for Inhibitors of the Interaction of Thyroid Hormone Receptor and Steroid Receptor Coregulator 2 | TRbeta-SRC2 peptide binding, fluorescence polarization; receptor liganded with 1 µM T3 | actives 0.065% (n = 280,000) | Potency, µM (titrated, usually from 106 µM), inactives show top-dose activity change, negative = inhibition, usual class: inhibitors;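 also: plate controls were bound peptide for no effect and peptide without receptor for full effect; nearly all actives have a fitted effect of over 50% in size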
#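 Compounds were added to 0.6 uM TRb ligand-binding domain and 20 nM Texas Red-labeled SRC2 peptide in Tris buffer containing 1 uM T3, incubated 5 hr at ambient temperature, then read by fluorescence polarization.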
# RECQ1 inh: qHTS Assay for Inhibitors of RecQ-Like Dna Helicase 1 (RECQ1); ATP-dependent DNA helicase Q1 (Homo sapiens), P46063; RECQ1 DNA unwinding, red fluorescence kinetic read; Potency, µM (highest dose often 57.3 µM), inactives show at the highest dose activity, negative = inhibition, actives largely listed as inhibitors; actives 0.54% (n = 240,000); AID 2549, 2010;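 also: plate controls were vehicle for no effect and no enzyme for full effect; nearly all actives have a fitted effect of over 30% in size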
#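 RECQ1T1 50 nM; forked duplex (20 bp + 30-nt ss tails) 200 nM, ATP 2 mM final; pH 8.0, 2 mM MgCl2, 2.5 ug/ml poly(dI-dC); 15 min compound preincubation; discontinuous kinetic read over 2 h at RT.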
# L3MBTL1 block: qHTS Assay for the Inhibitors of L3MBTL1; actives 0.66% (n = 230,000); Potency, µM (top dose mostly 57.1 µM), without a hit: at the highest dose activity, negative = inhibition, actives largely listed as inhibitors; AID 485360, 2010; AlphaScreen L3MBTL1–H3K9me1 peptide binding; Lethal(3)malignant brain tumor-like protein 1 (Homo sapiens), Q9Y468; also: nearly all actives have a fitted effect of over 60% in size
# Target sequence (Q9Y468 whole entry, looked up): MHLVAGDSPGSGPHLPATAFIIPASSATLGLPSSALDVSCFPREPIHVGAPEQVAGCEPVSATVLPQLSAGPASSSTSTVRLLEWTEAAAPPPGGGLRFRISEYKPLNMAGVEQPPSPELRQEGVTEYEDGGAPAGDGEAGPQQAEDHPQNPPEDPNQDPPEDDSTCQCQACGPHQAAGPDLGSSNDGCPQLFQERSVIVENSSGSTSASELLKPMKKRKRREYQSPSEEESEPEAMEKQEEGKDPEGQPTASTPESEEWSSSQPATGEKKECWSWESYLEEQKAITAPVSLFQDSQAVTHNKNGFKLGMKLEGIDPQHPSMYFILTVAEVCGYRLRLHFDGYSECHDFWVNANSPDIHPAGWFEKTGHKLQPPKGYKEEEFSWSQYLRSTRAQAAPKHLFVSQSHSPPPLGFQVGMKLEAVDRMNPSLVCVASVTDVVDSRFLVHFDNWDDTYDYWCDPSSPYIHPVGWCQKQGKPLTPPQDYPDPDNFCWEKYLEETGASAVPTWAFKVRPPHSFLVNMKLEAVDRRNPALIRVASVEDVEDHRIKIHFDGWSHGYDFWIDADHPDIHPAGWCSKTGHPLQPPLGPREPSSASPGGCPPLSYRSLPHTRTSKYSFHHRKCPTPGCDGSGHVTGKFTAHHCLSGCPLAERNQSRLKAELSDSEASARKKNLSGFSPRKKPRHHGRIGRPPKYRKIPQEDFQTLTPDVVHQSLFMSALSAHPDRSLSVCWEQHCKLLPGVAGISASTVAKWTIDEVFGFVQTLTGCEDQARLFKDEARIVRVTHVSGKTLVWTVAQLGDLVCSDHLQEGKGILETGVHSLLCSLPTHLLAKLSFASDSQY
#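 L3MBTL1 (50 nM) pre-complexed 30 min with biotinylated H3(1-15)K9me1 peptide (75 nM), then compounds added for 30 min at room temperature; AlphaScreen streptavidin donor/nickel chelate acceptor beads (10 ug/mL final) read after 30 min dark incubation.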
# An asterisk follows results filed as active; i = inactive; ? = inconclusive; . = not tested or not shown; [ ] = dose if it differs, or a comment. Unless noted, calls follow the shape of the dose curve; as a rule, active = well fitted curve in the direction sought with a large enough effect; inconclusive = small, poorly fitted or top-dose-only effect, or another doubt; inactive = no such curve, though single readings can be large; an effect the other way counts as inactive or inconclusive. Unless noted, % is scaled to controls: 0 for no effect and ±100 for the full control effect; potency is read from the fitted curve at half-maximal effect.
SMILES,GoLoco inh red,Tau ThT inhib,Tau FP inhib,TR SRC2 fluor cs,KDM4E inh,TRb SRC2 PPI,RECQ1 inh,L3MBTL1 block
CC(C)=CC(=O)Nc1c(C)cc(C)cc1Cl,7%,-5%,-2%,-3%,-2%,5%,i,5%
CN(C)C(=O)c1ccc(-n2nc(C(F)(F)F)c3c2CCCC3)cc1,1%,-8%,-1%,0%,2%,0%,i,-3%
COc1ccccc1CN1CC(C(=O)NC2CCCCC2)CC1=O (stereo unspecified),5%,-5%,3%,-2%,3%,-3%,-5%,1%
Cc1cccc(NC(=O)c2oc3c(c2C)-c2[nH]ncc2CC3)c1C,.,?,-15%,-2%,.,2%,.,.
COc1ccc(-c2cn3nc(N4CCC(C(=O)NCc5cccc(Cl)c5)CC4)sc3n2)cc1,.,?,-2%,10%,.,1%,.,.
COc1ccc(C(=O)/C=C/Nc2ccc(S(=O)(=O)Nc3cccc(C(C)=O)c3)cc2)cc1,9%,?,?,0%,?,-5%,-11%,-3%
COc1ccc(Cl)cc1NC(=O)N(C)Cc1c(C)nn(C)c1C,0%,-12%,2%,-1%,3%,7%,-5%,2%
CC(=O)c1sc(NC(=O)c2cc3c(C)nn(-c4ccccc4)c3s2)nc1C,2%,-15%,-8%,0%,0%,-9%,0%,-4%
Cc1ccc(/C(N)=N/OC(=O)N2CCOCC2)cc1,11%,-1%,-7%,-4%,3%,0%,-5%,0%
O=C(CNCC1CCCO1)Nc1ccc([N+](=O)[O-])cc1C(=O)Nc1ccccc1F (stereo unspecified),9%,-12%,1%,-1%,22%,4%,-8%,.
Cc1ccc(C)c(NS(=O)(=O)c2ccc(OCC(=O)NCc3ccco3)cc2)c1,4%,-2%,-4%,-2%,3%,-9%,-1%,-14%
O=c1c2ccccc2nc(SCc2ccc([N+](=O)[O-])cc2)n1-c1ccc(Cl)cc1,4%,5%,4%,-5%,0%,5%,-15%,-6%
COc1ccc(N=c2cc(-c3ccc(OC)cc3)oc3ccccc23)cc1,-6%,?,10%,0%,?,2%,-13%,?
O=C(O)CN1CCN(Cc2ccccc2F)C1=O,0%,-1%,9%,-2%,-5%,9%,-1%,.
O=C(c1oc(=O)c2ccccc2c1-c1ccccc1)N1CCC(O)CC1,-4%,10%,1%,0%,2%,1%,-6%,4%
O=C(NCCc1ccccc1)c1c(F)c(F)c(F)c(F)c1F,-2%,6%,7%,2%,4%,-2%,-7%,4%
COc1ccc(OC)c(Nc2nc(NCCCN(C)C)nc(N)c2[N+](=O)[O-])c1,-1%,?,1%,-7%,3%,0%,?,-12%
Cc1cccc(N2CCN(S(=O)(=O)c3ccc(-c4cnc(C5CC5)o4)cc3)CC2)c1C,.,10%,10%,1%,.,5%,.,.
CCCCCS(=O)(=O)c1oc(-c2cccs2)nc1S(=O)(=O)c1ccc(C)cc1,.,?,-15%,?,.,1%,.,.
CCc1ccc(NC(=O)Nc2cn(C)c(=O)c3ccccc23)cc1,.,?,0%,?,.,0%,.,.
Cc1cc(C(=O)NC(C)C2CCCO2)cs1 (stereo unspecified),3%,2%,2%,-2%,3%,2%,-7%,-5%
Cc1ccc(NC(=O)NCC2CCN(Cc3cc(C)ccc3Cl)CC2)c(C)c1,6%,-2%,1%,3%,7%,0%,i,9%
Nc1nonc1-n1nnc(C(=O)N/N=C/c2c(Cl)cccc2Cl)c1CSC1=NCCS1,5%,-10%,-17%,-2%,6%,7%,-8%,.
Cc1ccnc(NC(=O)Nc2ccc(Br)cc2Cl)c1,-9%,0%,-9%,-6%,-1%,-12%,i,33%[activator]
CCCCn1c(=O)c2[nH]c(C34CC5CC(CC3C5)C4)nc2n(CCCO)c1=O,16%,-3%,?,-1%,.,1%,-4%,.

# 4 entries drawn at random from the list so far, as already listed:
SMILES,GoLoco inh red,Tau ThT inhib,Tau FP inhib,TR SRC2 fluor cs,KDM4E inh,TRb SRC2 PPI,RECQ1 inh,L3MBTL1 block
COc1ccc(-c2cn3nc(N4CCC(C(=O)NCc5cccc(Cl)c5)CC4)sc3n2)cc1,.,?,-2%,10%,.,1%,.,.
Cc1cccc(N2CCN(S(=O)(=O)c3ccc(-c4cnc(C5CC5)o4)cc3)CC2)c1C,.,10%,10%,1%,.,5%,.,.
O=C(c1oc(=O)c2ccccc2c1-c1ccccc1)N1CCC(O)CC1,-4%,10%,1%,0%,2%,1%,-6%,4%
Cc1ccc(NC(=O)NCC2CCN(Cc3cc(C)ccc3Cl)CC2)c(C)c1,6%,-2%,1%,3%,7%,0%,i,9%

# (cont.)
SMILES,GoLoco inh red,Tau ThT inhib,Tau FP inhib,TR SRC2 fluor cs,KDM4E inh,TRb SRC2 PPI,RECQ1 inh,L3MBTL1 block
COc1ccc(N(C)C(=O)Cc2c(C(=O)O)[nH]c3ccccc23)c(OC)c1,3%,-5%,3%,-3%,-3%,-4%,-2%,.
O=C(Cc1ccccc1[N+](=O)[O-])NC1CC1,-2%,-3%,-5%,-3%,6%,2%,i,?
COc1cc(/C=C(\NC(C)=O)C(=O)NC(C)(C)C)ccc1OC(C)=O,0%,0%,-1%,-3%,-3%,-2%,-2%,5%
CCC(=O)Nc1nc2ccccc2n1Cc1ccccc1Cl,6%,-5%,-1%,-2%,?,2%,-12%,8%
COc1ccc(/C=N/Nc2nc(-c3cccnc3)nc3ccccc23)cc1OC,5%,?,11%,-10%,?,-3%,20µM*,5%
CC(C)CC(C(=O)NCC1CCN(Cc2ccc(F)cc2)CC1)N1Cc2ccccc2C1=O (stereo unspecified),.,-6%,-4%,3%,.,-2%,.,.
COc1ccc2c(c1OC)C(=O)N1C(C(=O)O)Cc3c([nH]c4ccccc34)C21 (stereo unspecified),2%,?,0%,-4%,?,-10%,-5%,-14%
Cc1ccc2c(SCC(=O)NCc3ccco3)nc(-c3ccc(F)cc3)nc2c1,-6%,5%,-6%,-4%,9%,-4%,-12%,4%
Cc1ccc(C2=NN=C(NC(=O)C(F)(F)F)SC2)cc1,-14%,?,?,-2%,-4%,-7%,i,1%
Cc1[nH]c(=O)[nH]c(=O)c1S(=O)(=O)N1c2ccc(F)cc2CCC1C (stereo unspecified),5%,-6%,-4%,-2%,2%,6%,-8%,19%
CCC1CN(C(=O)Nc2cccc(C)c2)c2cc(C)ccc2O1 (stereo unspecified),8%,-8%,-4%,-1%,-1%,8%,i,-8%
CCOc1cnc(-c2c(-c3c(F)cccc3Cl)noc2C)o1,-3%,-4%,-7%,0%,0%,7%,-5%,-23%
Cc1ccc(C)c(NC(=O)c2cc3c([nH]c4ccccc43)c(C)n2)c1,14%,-2%,-8%,.,5%,.,-13%,7%
CCOC(=O)COc1cc(Br)c(C2NC(=O)NC(C)=C2C(C)=O)cc1OCC (stereo unspecified),11%,-7%,3%,-3%,-1%,-2%,-4%,.
CC(=O)N1CCCC1C(=O)O (stereo unspecified),5%,-3%,6%,-3%,-29%,-3%,i,.
CCCC(CCC(=O)Nc1nccs1)C(=O)O (stereo unspecified),-1%,2%,3%,-1%,7%,1%,i,-1%
O=C(O)c1cccc(S(=O)(=O)Nc2ccc3c(c2)OCO3)c1,-8%,?,-1%,-2%,-3%,-18%,-2%,-11%
O=S1(=O)CC=C(CSC(=S)NC2CCS(=O)(=O)C2)C1 (stereo unspecified),6%,?,-8%,-2%,-1%,8%,i,4%
Cc1cccc(N2CCN(C(=O)C3CCN(c4nnc(-n5cccc5)s4)CC3)CC2C)c1 (stereo unspecified),-10%,?,5%,0%,-3%,-7%,9%,-10%
Cc1onc(-c2ccccc2Cl)c1C(=O)OCC(=O)Nc1cccc(S(=O)(=O)N2CCOCC2)c1,29%,-5%,-11%,-1%,-10%,-6%,i,-9%
Cc1ccc(S(=O)(=O)N2CCCC(C(=O)NCc3cccnc3)C2)cc1Cl (stereo unspecified),0%,-2%,-1%,-5%,3%,-3%,-12%,-2%
Cc1nn(CCc2nn[nH]n2)c2nc(-c3ccc(C4CCCCC4)cc3)cc(C(F)(F)F)c12,11%,2%,9%,-3%,14%,-4%,-8%,-15%
N#Cc1nc(COc2ccccc2)oc1N1CCC(Cc2ccccc2)CC1,.,-6%,3%,0%,4%,0%,i,-23%
O=[N+]([O-])c1cccc(C2NCC(c3ccccc3Cl)c3c2[nH]c2ccccc32)c1 (stereo unspecified),-2%,?,6%,0%,-2%,0%,-14%,?
COc1ccc(-n2c(SCC(N)=O)nc3sc4c(c3c2=O)CCN(C)C4)cc1,29%,?,?,3%,?,-16%,-6%,-1%

# (listing goes on)
SMILES,GoLoco inh red,Tau ThT inhib,Tau FP inhib,TR SRC2 fluor cs,KDM4E inh,TRb SRC2 PPI,RECQ1 inh,L3MBTL1 block
COc1cc([N+](=O)[O-])ccc1NC(=S)N1CCN(c2ccccn2)CC1,5%,?,-5%,3%,-9%,-4%,i,.
COc1ccc(OC)c(NC(=O)Cn2cc(C#N)c3cc(Br)ccc32)c1,-2%,-7%,-11%,0%,-4%,-5%,-5%,-1%[11.4 µM]
Clc1cccc(Cl)c1CNC1CCCC1,-25%,11%,-1%,-6%,-1%,-7%,-7%,.
Cc1cc2c(c(C)c1Br)C(c1ccc3c(c1)OCO3)CC(=O)O2 (stereo unspecified),-4%[88.7 µM],-15%[81.4 µM],-5%[81.3 µM],1%,.,-1%,-17%[81.1 µM],0%
Cc1ccc(-n2nc3c(N4CCC(C(=O)N5CCC(C)CC5)CC4)nnc(C)c3c2C)cc1,.,-1%,4%,-2%,.,-7%,.,.
Cc1ccccc1NC(=O)C1Cc2ccccc2C(=O)O1 (stereo unspecified),-10%,-7%,10%,-2%,-2%,-12%,2%,0%
CCN(CC)c1ccc(-n2cc3c(=O)n(C)c(=O)n(C)c3c2)cc1,-11%,5µM*,6%,-9%,?,-3%,15%,?

# Only part of the results is shown, so the mix of outcomes need not match the whole.
